Compound activity (PubChem BioAssay)
BRCA1 expr up: qHTS Assay to Identify Small Molecule Activators of BRCA1 Expression | MCF7-BRCA1-FFLuc reporter, luminescence, 48 h; response scale: scaled: vehicle 0%, 10 µM genistein 100% | Potency, µM (titrated, usually from 46.1 µM), without a hit: top-dose activation, usual class: activators | 1.1% of 380,000 active | AID 624202, 2012; further: potency means the concentration at half of the fitted maximal effect; nearly all actives have a fitted effect of over 80% in size; some results filed as inactive show a strong effect at the top dose
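MCF7-BRCA1-FFLuc cells, 2000/well in phenol-red-free MEM, attached 2 h then treated 48 h at 37 C. Luciferase luminescence read 15 min after reagent; normalized to genistein maximum activation (10microM) and DMSO, concentration-response fitted.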
Eya2 phos inh: qHTS Assay for Inhibitors of the Phosphatase Activity of Eya2. Potency, µM (series often up to 76.9 µM), inactives show at the top dose activity, negative = inhibition, most hits filed as inhibitors. Protein phosphatase EYA2 (Homo sapiens), O00167. recombinant Eya2, OMFP fluorescence dephosphorylation (OMFP is methylfluorescein phosphate). 0.006% of 330,000 active; further: potency means the concentration at half of the fitted maximal effect; on the % scale 0 is the no-effect control and ±100 the full control effect
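Eya2 (0.2 uM) preincubated 10 min at ambient with compound, then OMFP substrate added at 50 uM; 10 min reaction in 50 mM HEPES pH 7.5, 50 mM NaCl, 5 uM MgCl2, 0.05% BSA, 1 mM DTT. Fluorescence read at Ex 485/Em 525 nm.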
TRPV1 ag: HTS Assay for Compounds that Act as Agonists of the Vanilloid Receptor 1. activation, % at 8.33 µM. TRPV1-expressing cells, Fluo-8 calcium influx, agonist mode. AID 540275, 2011. 0.19% of 320,000 active. Transient receptor potential cation channel subfamily V member 1 (Homo sapiens), Q8NER1; in the data active means activation above about 80%; inconclusive means between about 30% and that limit; further: 0% is about no effect
Target sequence (Q8NER1 whole entry, looked up): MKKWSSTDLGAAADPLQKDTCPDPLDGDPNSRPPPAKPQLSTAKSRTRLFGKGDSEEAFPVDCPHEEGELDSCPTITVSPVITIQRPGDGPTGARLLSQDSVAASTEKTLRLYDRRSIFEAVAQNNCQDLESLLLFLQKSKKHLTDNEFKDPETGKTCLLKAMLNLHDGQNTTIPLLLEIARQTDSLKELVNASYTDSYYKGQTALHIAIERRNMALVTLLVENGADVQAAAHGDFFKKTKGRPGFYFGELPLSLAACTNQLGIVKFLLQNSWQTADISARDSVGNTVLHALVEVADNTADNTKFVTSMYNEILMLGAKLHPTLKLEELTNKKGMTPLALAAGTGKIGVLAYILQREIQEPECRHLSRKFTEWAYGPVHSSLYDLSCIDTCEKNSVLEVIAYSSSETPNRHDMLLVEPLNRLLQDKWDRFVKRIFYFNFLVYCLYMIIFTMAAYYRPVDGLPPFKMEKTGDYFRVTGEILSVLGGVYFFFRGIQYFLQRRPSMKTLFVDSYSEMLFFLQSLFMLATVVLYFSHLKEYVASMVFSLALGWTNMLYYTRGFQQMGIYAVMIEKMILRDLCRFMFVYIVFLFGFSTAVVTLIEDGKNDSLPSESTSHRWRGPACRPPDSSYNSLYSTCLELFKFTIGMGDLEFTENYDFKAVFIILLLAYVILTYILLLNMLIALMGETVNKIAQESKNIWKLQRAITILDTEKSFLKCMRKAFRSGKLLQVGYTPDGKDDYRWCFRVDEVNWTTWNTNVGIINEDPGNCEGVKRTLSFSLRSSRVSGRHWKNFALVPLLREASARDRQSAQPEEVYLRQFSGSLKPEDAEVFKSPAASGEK
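Cells expressing TRPV1 were dye-loaded with Fluo-8 and read kinetically: 10 s baseline, 3 min after compound (agonist portion), then 2 min after EC20 capsaicin (allosteric enhancer portion). Calcium-bound dye fluorescence at 480/520 nm.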
Integrin act MD: qHTS for Activators of Integrin-Mediated Alleviation for Muscular Dystrophy. 0.064% of 350,000 active. Potency, µM (series often up to 38.3 µM), for inactives: top-dose activation, actives largely listed as activators. alpha7betagal myoblasts, beta-gal FDG fluorescence, 48 h;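 further: potency means the concentration at half of the fitted maximal effect; 100% = response of the positive control SU9516; nearly all actives have a fitted effect of over 60% in size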
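Alpha7betagal+/- myoblasts (passage 13) were plated 16-24 hr, then exposed to compounds (1:260 dilution of DMSO stock) for 48 hours at 37C. After MPER lysis, β-galactosidase reporter activity was read as FDG fluorescence (ex 480/em 540) after 30 minutes.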
S-ASM inh: Inhibitors of Secretory Acid Sphingomyelinase (S-ASM): qHTS; placental ASM, HMU-PC fluorogenic substrate, 60 min; Potency, µM (series often up to 57.5 µM), for the others: top-dose activity change, negative = inhibition, actives largely listed as inhibitors; 0.006% of 340,000 active; further: potency means the concentration at half of the fitted maximal effect
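HMU-PC0 cleavage (9 uM final) by human placental ASM, 60 min at 37 °C following 10 min compound exposure at RT; stopped at pH 10, fluorescence Ex 386/Em 447 nm.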
USP2a inh: qHTS Assay for Inhibitors of Ubiquitin-specific Protease USP2a Using CHOP2 as the Reporter; Ubiquitin carboxyl-terminal hydrolase 2 (Homo sapiens), O75604; USP2 core, Ub-CHOP2 coupled fluorogenic reporter, 485/531; Potency, µM (series often up to 38.3 µM), without a hit: at the top dose activity change, negative = inhibition, hits mostly inhibitors; 0.01% of 330,000 active; AID 463254, 2010;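 further: potency means the concentration at half of the fitted maximal effect; plate controls were DMSO wells for no effect and full inhibition by NEM control for full effect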
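Deubiquitinase activity read as fluorescence (485/531 nm) after Ub-CHOP2 cleavage activates the enterokinase reporter on its substrate; USP2 core 10nM, Ub-CHOP2 and substrate 25nM each, 30min compound preincubation then 60min RT; data normalized to NEM, curves fitted.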
TSG101-PTAP inh: qHTS Assay for Iinhibitors of HIV-1 Budding by Blocking the Interaction of PTAP/TSG101; Tumor susceptibility gene 101 protein (Homo sapiens), Q99816; Fluorescence polarization, FITC-PTAP peptide / Tsg101 binding; Potency, µM (top dose mostly 115 µM), for inactives: at the top dose activity change, negative = inhibition, hits mostly inhibitors; 340,000 tested, under 10 active; AID 493005, 2010; active means well fitted inhibition curve with a large enough effect in the main read-out, with a control signal flat, not every such curve was filed as active; inconclusive means small, poorly fitted or top-dose-only effect, or effect the other way, or a change in a side signal; inactive means no such curve, though single readings can be large or run the other way; further: potency means the concentration at half of the fitted maximal effect; % of control where 0% means no effect
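Compounds were pin-transferred onto Tsg101 binding domain (10 uM final) in HEPES pH 7.5 buffer, then FITC-PTAP peptide was added at 50 nM final. After 20 min at RT, polarization reported peptide displacement across a qHTS concentration series.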
ELG1 genotoxic: qHTS screen for small molecules that induce genotoxicity in human embryonic kidney (HEK293T) cells expressing luciferase-tagged ELG1 | HEK293T ELG1-luciferase reporter, luminescence, 16 h | Potency, µM (top dose mostly 46 µM), without a hit: top-dose activity change, positive = activation, hits mostly activators | 1.3% of 330,000 active | AID 504466, 2011; further: potency means the concentration at half of the fitted maximal effect; % of control where 0% means no effect; nearly all actives have a fitted effect of over 60% in size
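After overnight (16 hr) compound treatment at 37 °C, ELG1-luciferase HEK293T cells were lysed with ONE-Glo; luminescence quantified 30 min later at room temperature.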
p53 reactivator: qHTS assay for re-activators of p53 using a Luc reporter | H1299 p53-A138V BP100-luciferase reporter, luminescence, 24 h | Potency, µM (top dose mostly 92.2 µM), for inactives: at the highest dose activity change, positive = activation, most hits filed as activators | 0.063% of 320,000 active | AID 504706, 2011; further: potency means the concentration at half of the fitted maximal effect; % of control where 0% means no effect; nearly all actives have a fitted effect of over 45% in size
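H1299 (p53-null), stable ts p53-A138V + BP100-Luc; 1000 cells/well, Opti-MEM/10% FBS; cpd 4 pt, 1:5; 24 h, 37 deg C, 5% CO2; detection reagent 10 min RT; luminescence.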
B2AR arrestin: qHTS assay of beta-arrestin-biased ligands of beta2-adrenergic receptor. beta-arrestin recruitment to beta2AR, cell-based reporter. Potency, µM (doses to about 46.1 µM), for the others: at the highest dose activation, hits mostly activators. 0.02% of 330,000 active;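 further: potency means the concentration at half of the fitted maximal effect; 0% = DMSO controls and full agonism = EC100 isoproterenol or metaproterenol; nearly all actives have a fitted effect of over 65% in size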
uPA surface inh: qHTS for Inhibitors of Cell Surface uPA Generation; cell surface uPA generation assay, qHTS; Potency, µM (series often up to 38.3 µM), without a hit: at the highest dose activity change, negative = inhibition, hits mostly inhibitors; AID 540303, 2011; 0.31% of 330,000 active; active means well fitted inhibition curve with a large enough effect; inconclusive means small, poorly fitted or top-dose-only effect; inactive means no such curve, though single readings can be large or run the other way; tested in mouse RAW 264.7 cells; further: potency means the concentration at half of the fitted maximal effect; on the % scale 0 is the no-effect control and ±100 the full control effect; nearly all actives have a fitted effect of over 55% in size
* hit, by the source's call; ? = inconclusive; · = not tested or not shown; [ ] = remark or other dose. Unless noted, the call rests on the fitted dose curve; in most records, active means well fitted curve in the direction sought with a large enough effect; inconclusive means small, poorly fitted or top-dose-only effect, or another doubt; inactive means no such curve, though single readings can be large; an effect the other way counts as inactive or inconclusive.

mol	USP2a inh	Eya2 phos inh	Integrin act MD	BRCA1 expr up	TSG101-PTAP inh	S-ASM inh	B2AR arrestin	uPA surface inh	ELG1 genotoxic	p53 reactivator	TRPV1 ag
CC12CCC(C(=O)NNc3ccc([N+](=O)[O-])cc3)(OC1=O)C2(C)C (configuration not stated)	-1%	7%	?	2%	0%	-4%	-0.4%	1%	10%	-1%	-1
CSc1cccc(NC(=S)N2CCC(N(C)C(C)C)CC2)c1	12%	-4%	10%	1%	-1%	-2%	-0.8%	-4%	0%	-1%	-2
O=C(NCCc1ccncc1)c1ccc2nc(Cc3cccc(Cl)c3)oc2c1	-1%	-8%	2%	-5%	-1%	-1%	-0.2%	-4%	0%	6%	28
Cc1ccc(C(C(=O)NC2CCCCC2)N(Cc2ccco2)C(=O)Cn2cnc3ccccc32)cc1 (configuration not stated)	0%	3%	7%	-40%	-2%	-26%	0.4%	4%	-3%	10%	-2
COc1ccccc1N1CCN(C(=O)Cn2c(=O)oc3cc(S(=O)(=O)N4CCCC4)ccc32)CC1	4%	-4%	17%	6%	-1%	-2%	0.2%	6%	1%	·	2
CC(OC(=O)c1ccc(F)c(S(=O)(=O)N2CCOCC2)c1)C(=O)NC1CCCC1 (configuration not stated)	3%	14%	5%	-5%	-1%	4%	0.1%	-4%	-1%	-6%	4
O=C(Cc1ccc(Cl)cc1)NCCc1c[nH]c2ccccc12	·	·	6%	7%	-2%	-2%	·	6%	·	·	·
Cn1c(N2CCN(C(=O)Nc3ccc(F)cc3)CC2)nc2ccccc21	1%	-1%	7%	7%	-5%	-3%	0.0%	-5%	-3%	-10%	1
CC(C)(C)c1ccc(NS(=O)(=O)c2ccc(N)cc2)cc1	3%	-10%	17%	-7%	-4%	2%	-0.4%	5%	0%	12%	-3
Cc1cccc(C(=O)N2CCC(=O)N(C(COCc3cccc(C(F)(F)F)c3)Cc3ccccc3)CC2)c1 (configuration not stated)	4%	-7%	-4%	-31%	-2%	-5%	0.6%	-16%	-6%	-6%	8
Cc1ccc(S(=O)(=O)N2CC[C@@H]2C(=O)O)cc1	·	·	-22%	3%	-1%	3%	·	7%	·	·	·
COc1ccc(C(CC(=O)N2CCCC2)c2c(O)cc(OC)cc2OC)cc1 (configuration not stated)	3%	1%	15%	0%	1%	8%	-0.6%	-6%	4%	3%	2

Copied from the list.
Reading for O=C(NCCc1ccncc1)c1ccc2nc(Cc3cccc(Cl)c3)oc2c1 in TSG101-PTAP inh: -1%
Reading for Cc1ccc(S(=O)(=O)N2CC[C@@H]2C(=O)O)cc1 in Integrin act MD: -22%

(listing goes on)
mol	USP2a inh	Eya2 phos inh	Integrin act MD	BRCA1 expr up	TSG101-PTAP inh	S-ASM inh	B2AR arrestin	uPA surface inh	ELG1 genotoxic	p53 reactivator	TRPV1 ag
CN(C)c1ccc(C=c2c3cc(O)ccc3n3c2cc(-c2ccccc2)[n+]3C)cc1	·	·	0%	-102%[inhibitor]	6%	?	·	-5%	·	·	·
N#C/C(=C/N1CCOCC1)c1ccccc1	2%	-2%	21%	7%	0%	-1%	-4.5%	-5%	10%	6%	·
CCC(C)C(NC(=O)c1ccc(Cl)cc1)C(=O)Nc1cccnc1 (configuration not stated)	1%	21%	6%	-8%	-12%	2%	-0.3%	6%	17%	-4%	14
Clc1ccc(CN2CCN(/N=C/c3ccco3)CC2)cc1	-1%	-28%	6%	1%	-2%	3%	0.1%	-1%	0%	0%	1
O=C(CN(C(=O)CNC(=O)c1cccs1)c1ccccc1F)NC1CCCC1	-1%	10%	4%	0%	2%	-3%	0.2%	4%	1%	-3%	-3
COc1ccc(COc2cc(-c3cccc(OC)c3)nc3ccc(N)cc23)cc1	-1%	6%	-7%	-59%	-1%	·	-0.2%	1.1µM*	14%	9%	4
CC1=CC(=Nc2c(C)n(C)n(-c3ccccc3)c2=O)C=CC1=O	11%	6%	·	·	·	·	8.2%	·	10%	-10%	-7
CC(C)N(CC#CCC(O)(c1ccccc1)c1ccccc1)CCO	0%	-4%	-1%	0%	0%	5%	0.2%	5%	-5%	-3%	2
COc1cccc(NC(=O)CSc2nnc(C3CCCCC3)n2N)c1	9%	-10%	2%	2%	-2%	3%	-0.3%	9%	-2%	1%	·
CCCCn1nc2cc(C(=O)NCc3ccc4c(c3)OCO4)ccc2c1OCC	0%	-13%	30%	13%	-4%	25%	0.1%	2%	0%	-4%	15
CC1(C)CC2CC(C)(CN2S(=O)(=O)c2cccc(N)c2)C1 (configuration not stated)	0%	-6%	30%	-11%	-1%	-2%	-0.3%	2%	0%	10%	3
O=C(O)c1cc2c(cn1)[nH]c1ccccc12	0%	?	19%	-40%	-9%	6%	-0.3%	4%	-3%	-1%	-5

Next section:
mol	USP2a inh	Eya2 phos inh	Integrin act MD	BRCA1 expr up	TSG101-PTAP inh	S-ASM inh	B2AR arrestin	uPA surface inh	ELG1 genotoxic	p53 reactivator	TRPV1 ag
CN(C)c1nc(NCc2ccccc2)nc(Oc2ccc(=O)[nH]n2)n1	3%	13%	-22%	13%	-2%	3%	0.2%	-2%	5%	-5%	1
CC(OCC(O)CN(C)CCOc1ccccc1)c1ccc(Cl)cc1 (configuration not stated)	3%	1%	-29%	0%	-3%	1%	-0.1%	-5%	-15%	3%	4
Cc1ccc(C(=O)N(CC(=O)Nc2ccc(Cl)c(Cl)c2)Cc2ccco2)cc1	2%	-2%	2%	-36%	0%	-9%	-0.7%	8%	1%	-1%	?
NC(=O)c1ccccc1NC(=O)CC12CC3CC(CC(C3)C1)C2	1%	1%	-13%	-1%	-8%	3%	0.5%	38%[activator]	-1%	·	?
Cn1ncc(N=Cc2ccc([N+](=O)[O-])cc2)c1C(=O)Nc1ccccc1	3%	2%	14%	-8%	-3%	-6%	-0.1%	-4%	-2%	-5%	0
CN(CCc1ccccn1)C(=O)c1nn2c(C(F)(F)F)cc(-c3ccco3)nc2c1Cl	0%	17%	-1%	-18%	-4%	-1%	0.4%	-4%	-24%	1%	0
Brc1ccc(-c2ncc3ccccn23)cc1	8%	-4%	29%	24%	0%	-1%	-1.0%	-21%	?	?	10
CCOC(=O)c1nc(Nc2ccc(C(=O)OC)cc2)c2ccccc2n1	0%	-5%	-15%	-24%	-2%	-3%	-1.0%	0%	-7%	2%	·
Cc1ccc(NC(=O)Nc2ccc(Cl)c(Cl)c2)nc1	-3%	4%	-6%	?	-1%	-3%	-0.3%	-1%	?	?	-2
COCCC(=O)N1CCCC(C(=O)c2ccc(C(F)(F)F)cc2)C1 (configuration not stated)	-1%	9%	15%	7%	-3%	2%	-0.3%	-2%	-2%	1%	1
CCN1CCN(S(=O)(=O)c2ccc(Cl)c(C(=O)N(C)Cc3ccccc3)c2)CC1	-1%	-3%	-7%	3%	2%	0%	0.0%	-6%	-3%	5%	7
CC(C)CC(NC(=O)CNC(=O)C1O[C@@H]2OC(C)(C)O[C@@H]2[C@H]2OC(C)(C)O[C@@H]12)C(=O)O (some centres not stated)	1%	-5%	-10%	9%	-5%	1%	-0.3%	-1%	5%	8%	-6

(cont.)
mol	USP2a inh	Eya2 phos inh	Integrin act MD	BRCA1 expr up	TSG101-PTAP inh	S-ASM inh	B2AR arrestin	uPA surface inh	ELG1 genotoxic	p53 reactivator	TRPV1 ag
O=C(CSc1ncn[nH]1)N(C1CCCCC1)C1CCCCC1	1%	18%	-3%	-15%	-5%	-2%	-0.2%	·	-12%	-2%	2
Cc1ccccc1NC(=O)CSc1nc(-c2ccccc2)cc(=O)[nH]1	-8%	4%	18%	-14%	3%	0%	0.0%	3%	6%	·	0
Cc1nc(SCC(=O)NC2CCS(=O)(=O)C2)c2c3c(sc2n1)CCCC3 (configuration not stated)	0%	7%	-10%	2%	-1%	-2%	-0.1%	-2%	4%	-4%	5
CCCN1CCC(=NNc2ccc(S(N)(=O)=O)cc2[N+](=O)[O-])CC1	0%	4%	10%	40%	0%	1%	0.2%	8%	3%	4%	-5
CC(=O)N1c2ccc(S(=O)(=O)NCCC(=O)NCc3ccc(Cl)cc3)cc2CC1C (configuration not stated)	4%	-4%	6%	-50%	-5%	2%	-0.4%	-5%	-2%[9.26 µM]	-5%	0
